esBAF inh: blocks esBAF chromatin remodeling in mouse ES cells | AID 602393 | Bmi1-luciferase knock-in reporter, 24 h; 100% = twice the neutral-well signal | reporter increase, % at 12.5 µM | hit rate 2% among 350,000; in the data active = activation above about 40%; inconclusive = no clear call, values can overlap the other calls;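 also: 0% = median of the plate's neutral control wells and 100% = double that signal; a rise in the Bmi1 reporter signal indicates esBAF inhibition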
RAD52 inh: RAD52 (human) annealing inhibition. hit rate 0.46% among 360,000. recombinant RAD52 DNA annealing, FRET fluorescence. P43351. inhibition, % at 18.7 µM;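 active = every replicate showing at least 50% inhibition; inconclusive = mean inhibition at least 50% but not in every replicate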
INS-1E GSIS act: primary screen for activators of insulin secretion dependent on glucose, INS-1E cells, GLuc reporter luminescence. INS-1E GLuc reporter insulin secretion, 2-3 h. hit rate 0.61% among 370,000. activation, % at 16.6 µM;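 active = lowest replicate activation of at least 40%, so every replicate reaches that level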;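 also: 0% = median of neutral control wells and 100% = median of IBMX positive control wells; some compounds called inactive have numbers as strong as hits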
RAD54 inh: inhibitors of human RAD54 branch migration; RAD54 Holliday junction branch migration, FAM/BHQ fluorescence; AID 602329; inhibition, % at 10.4 µM; hit rate 0.14% among 360,000;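 active = mean normalized replicate activity at least 40 and at least half of replicates scoring 40 or more; inconclusive = only one of the two criteria met; inactive = mean below 40 and under half of replicates reaching 40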;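 also: 0% = median of neutral control wells and 100% = median of positive control wells; inhibitors cause a drop in the FAM fluorescence signal; in these data hits start at about 50%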
Target sequence (Q92698 whole entry, looked up): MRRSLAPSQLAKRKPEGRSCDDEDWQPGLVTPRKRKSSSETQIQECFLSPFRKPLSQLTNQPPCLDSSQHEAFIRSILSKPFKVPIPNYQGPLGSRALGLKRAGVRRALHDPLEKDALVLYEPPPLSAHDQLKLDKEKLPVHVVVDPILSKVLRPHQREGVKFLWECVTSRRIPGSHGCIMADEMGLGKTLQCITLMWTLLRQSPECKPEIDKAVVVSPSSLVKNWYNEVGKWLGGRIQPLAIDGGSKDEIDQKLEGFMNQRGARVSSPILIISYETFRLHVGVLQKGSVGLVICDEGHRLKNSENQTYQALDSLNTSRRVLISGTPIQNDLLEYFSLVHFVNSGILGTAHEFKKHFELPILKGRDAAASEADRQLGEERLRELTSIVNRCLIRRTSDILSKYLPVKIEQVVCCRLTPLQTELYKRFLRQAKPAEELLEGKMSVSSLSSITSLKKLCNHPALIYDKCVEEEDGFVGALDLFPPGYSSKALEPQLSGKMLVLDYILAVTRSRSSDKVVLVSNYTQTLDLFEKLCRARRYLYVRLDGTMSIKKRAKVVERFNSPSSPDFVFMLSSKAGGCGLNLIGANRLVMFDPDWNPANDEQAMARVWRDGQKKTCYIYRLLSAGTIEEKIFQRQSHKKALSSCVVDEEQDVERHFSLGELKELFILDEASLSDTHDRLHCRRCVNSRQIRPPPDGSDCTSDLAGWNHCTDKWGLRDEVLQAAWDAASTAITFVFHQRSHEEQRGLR
ERAP1 HTS inh: ERAP1 (human) enzyme inhibition; recombinant ERAP1, Leu-AMC fluorescence, 60 min; inhibition, % at 10.7 µM; hit rate 0.15% among 340,000; AID 652197;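 active = mean replicate inhibition of at least 30%, or all replicates individually reaching that 30% level; inactive = mean below 30% and not every replicate reaching it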;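 also: 0% = neutral control wells and 100% = L-leucinethiol positive control wells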
ARNT TACC3 PPI: ARNT/TACC3 interaction disruption | Q9Y6A5 | AlphaScreen His-ARNT PAS-B/GST-TACC3 binding, luminescence; TACC3 fragment carries E629A point mutation | inhibition, % at 9.99 µM | hit rate 0.66% among 390,000 | AID 623870;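 active = mean inhibition of replicates at least 50% and at least half of replicates each reaching 50%; inconclusive = half or more replicates reach 50% but mean below 50%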;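 also: 0% = complete ARNT plus TACC3 wells and 100% = ARNT alone without TACC3; many hits fall short of the cut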
XiGFP reactiv: reactivates the inactive X chromosome in mouse fibroblasts; XiGFP mouse fibroblasts, % GFP-positive cells imaging, 3 d; cells co-treated with 5-aza-dC sensitizer; scaled so ellipticine positive control = 100%; activation, % at 7.58 µM; hit rate 0.055% among 360,000; AID 743238;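 active = mean normalized replicate activation at least 10% and every replicate at or above 10%; inconclusive = only one of the two criteria met; inactive = mean below 10% and not all replicates reach 10%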;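 also: 0% = median of on-plate neutral control wells and 100% = ellipticine 6 µM median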
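Material: XiGFP fibroblasts, SV40-immortalized; Buffer or medium: DMEM containing 5-aza-dC; Compound dosing: single point; Times: 3 days compound exposure.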
CFTR F508del cor: correctors of CFTR F508del function in bronchial epithelial cells; CFBE cells, YFP halide quenching; stimulated with forskolin plus potentiator P3; % fluorescence drop versus neutral controls; activity (quench increase), % at 7.58 µM; hit rate 0.36% among 350,000; AID 720511;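 active = mean added fluorescence quench of at least 8% versus neutral control, with both replicates also reaching 8%; inconclusive = only one of the mean or replicate conditions met; inactive = mean below 8% and not both replicates reaching 8%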;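 also: cells transiently co-express mutant CFTR-F508del with the halide-sensitive YFP; corrector assay measuring rescue of mutant channel to the surface after 24 h compound exposure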
Starred values were filed as active, the others as inactive; ? = inconclusive; . = not tested or not shown.

Start of the data: the first 5 entries (preview)
SMILES	esBAF inh	RAD52 inh	INS-1E GSIS act	RAD54 inh	ERAP1 HTS inh	ARNT TACC3 PPI	XiGFP reactiv	CFTR F508del cor
COc1ccc(S(=O)(=O)N(C)C[C@@H]2Oc3ccc(NC(=O)Nc4ccc(F)cc4)cc3C(=O)N([C@H](C)CO)C[C@@H]2C)cc1	0	-13	-18	2	3	0	-1.2	-0.2
CCOc1ccc(Cn2nnc(C(=O)NCCc3ccc(Cl)cc3)c2N)cc1	-3	0	-8	5	.	.	0.2	-2.4
C[C@H]1CN([C@@H](C)CO)C(=O)c2cccc(NC(=O)c3ccncc3)c2O[C@@H]1CN(C)Cc1ccc(Cl)c(Cl)c1	4	4	-15	-1	-3	17	0.1	-2.6
O=C(CCNC(=O)C1CCN(S(=O)(=O)c2ccccc2)CC1)Nc1ccccc1	-3	-2	20	0	2	2	0.0	-3.1
CCC(C)N(C(=O)c1csnn1)C(C(=O)NC1CCCC1)c1ccccc1F (centres undefined)	1	-14	-11	-8	1	17	0.2	3.3

The whole of this part, from the start:
SMILES	esBAF inh	RAD52 inh	INS-1E GSIS act	RAD54 inh	ERAP1 HTS inh	ARNT TACC3 PPI	XiGFP reactiv	CFTR F508del cor
COc1ccc(S(=O)(=O)N(C)C[C@@H]2Oc3ccc(NC(=O)Nc4ccc(F)cc4)cc3C(=O)N([C@H](C)CO)C[C@@H]2C)cc1	0	-13	-18	2	3	0	-1.2	-0.2
CCOc1ccc(Cn2nnc(C(=O)NCCc3ccc(Cl)cc3)c2N)cc1	-3	0	-8	5	.	.	0.2	-2.4
C[C@H]1CN([C@@H](C)CO)C(=O)c2cccc(NC(=O)c3ccncc3)c2O[C@@H]1CN(C)Cc1ccc(Cl)c(Cl)c1	4	4	-15	-1	-3	17	0.1	-2.6
O=C(CCNC(=O)C1CCN(S(=O)(=O)c2ccccc2)CC1)Nc1ccccc1	-3	-2	20	0	2	2	0.0	-3.1
CCC(C)N(C(=O)c1csnn1)C(C(=O)NC1CCCC1)c1ccccc1F (centres undefined)	1	-14	-11	-8	1	17	0.2	3.3
N#Cc1c(-c2ccc(Cl)cc2)c2c([nH]c1=S)CCCC2	3	-30	5	9	1	3	0.0	0.0
O=C(C[C@@H]1CC[C@H]2[C@@H](COC[C@H](O)CN2S(=O)(=O)c2ccc(Cl)cc2)O1)N[C@H]1CCN(Cc2ccccc2)C1	-1	14	11	-1	1	-9	-0.1	-2.9
CC(C)(C)OC(=O)N1CCC(C(=O)Nc2ccc(C(=O)N3CCCCC3)cc2)CC1	-2	19	-6	-2	-5	7	0.3	2.3
Cc1ccc2c(c1)sc1nncn12	-1	-14	.	-10	-1	.	0.1	2.8
CC(=O)Nc1ccccc1-c1ccccc1[N+](=O)[O-]	-2	6	20	10	3	-1	0.2	1.4
COc1ccc(NC(=O)Nc2ccc3c(c2)C(=O)N([C@H](C)CO)C[C@@H](C)[C@H](CN(C)S(C)(=O)=O)O3)cc1	2	6	8	-5	0	-9	-0.4	-1.2
COCCN=c1scc(-c2cc(OC)c(OC)c(OC)c2)n1/N=C/c1c(C)[nH]c2ccccc12	.	-25	.	-1	1	5	-0.1	.

Next section:
SMILES	esBAF inh	RAD52 inh	INS-1E GSIS act	RAD54 inh	ERAP1 HTS inh	ARNT TACC3 PPI	XiGFP reactiv	CFTR F508del cor
CC(=O)c1cc(C(=O)NC2CCCc3c2cnn3-c2cc(C)cc(C)c2)[nH]n1 (centres undefined)	33	-7	0	-12	1	1	-0.1	3.6
Cn1c(-c2ccccc2)cnc1NCc1ccc(F)cc1	-3	2	-11	5	-15	4	0.0	3.4
COc1ccc2c3c(n(C)c2c1)[C@H](CO)N(C(=O)CN1CCOCC1)CC31CCN(C(=O)C2CC2)CC1	.	19	-2	.	.	.	0.1	-1.1
Brc1ccc(Nc2ncnc3[nH]ncc23)cc1	.	-17	-3	-2	8	.	0.0	.
O=C(c1ccoc1)N1CCN(c2cc(-c3ccncc3)nc3cc(-c4cccc(Cl)c4)nn23)CC1	0	-47	-15	.	.	.	0.3	1.7
O=C(O)CCc1n[nH]c(=S)[nH]c1=O	-11	-15	3	-12	2	3	0.0	-4.2
CC(C)NC(=O)Nc1ccc2c(c1)C(=O)N([C@@H](C)CO)C[C@@H](C)[C@@H](CN(C)Cc1ccc(C(=O)O)cc1)OCCCC[C@H](C)O2	-5	-4	12	6	-2	-8	0.0	2.4
O=S(=O)(NC1CCCC1)c1ccc(-n2cnnn2)cc1	-6	0	1	-4	0	.	0.0	0.0
O=C(O)c1cccc2c1C(=O)c1ccccc1C2=O	-9	5	1	9	-4	9	0.0	3.3
COc1cccc(NC(=O)N2C[C@@H](O)COC[C@@H]3O[C@@H](CC(=O)NCCCN4CCOCC4)CC[C@H]32)c1	2	.	27	2	.	10	-0.1	0.9
O=C(CSc1nnnn1-c1ccc(F)cc1)NNC(=O)c1ccco1	1	-8	6	14	0	0	-0.1	-1.9
COc1cccc(CNC(=O)CC(NC(C)=O)c2ccccc2)c1 (centres undefined)	-9	-15	5	3	-4	-11	0.5	0.1

(next part)
SMILES	esBAF inh	RAD52 inh	INS-1E GSIS act	RAD54 inh	ERAP1 HTS inh	ARNT TACC3 PPI	XiGFP reactiv	CFTR F508del cor
CC[C@]12c3[nH]c4ccccc4c3CCN1C(=O)C(CC(=O)NCCCOC)C[C@@H]2C(=O)N1CCN(C(=O)C2CC2)CC1 (some centres undefined)	-5	6	.	1	-1	1	0.0	-2.3
COc1ccc(CNC(=O)c2cc(=O)c3ccc(C)c(C)c3o2)cc1	-4	-13	-11	3	0	-11	0.1	-0.1
Cc1ccc(C(=O)CNc2ccc(C)cc2C)cc1	3	0	.	-10	-1	-1	0.0	-0.5
O=C(Nn1cnc2ccccc2c1=O)c1ccc(Br)cc1	?	-9	14	0	-1	-9	-0.1	-2.8
COc1ccc(OC)c(NC(=O)c2cc(S(=O)(=O)NCc3ccco3)ccc2F)c1	0	.	-8	-2	.	1	.	.
COc1ccc(CCNC(=O)COC(=O)c2cnc(Cl)c(Cl)c2)cc1	-8	-4	-11	-2	0	12	0.0	1.7
NC(=NC(=O)c1ccc(Cl)cc1)N1N=CCC1c1ccccc1 (centres undefined)	-10	-3	2	0	4	17	0.0	1.4
COc1ccc(S(=O)(=O)Nc2ccc3c(c2)C(=O)N([C@@H](C)CO)C[C@@H](C)[C@H](CN(C)C(=O)Cc2ccccc2)OCCCC[C@@H](C)O3)cc1	2	4	-23	3	-2	-1	0.1	2.9
O=C(C[C@H]1C[C@H]2c3cc(NC(=O)c4cccnc4)ccc3O[C@H]2[C@H](CO)O1)NCc1ccccc1F	-6	-6	-9	0	2	-3	0.0	-0.8
O=C(CN1CCN(Cc2ccccc2)CC1)N/N=C/c1cccnc1	0	-18	.	.	.	-2	0.1	0.4
CNC[C@H]1Oc2c(NC(=O)C3CCCCC3)cccc2C(=O)N([C@H](C)CO)C[C@H]1C	2	-1	16	-1	2	-5	-0.1	0.6
O=C(Nc1nnc(SCc2ccccc2Cl)s1)c1cccc([N+](=O)[O-])c1	.	-7	-31	.	-3	-10	0.0	3.6

New compounds follow.
SMILES	esBAF inh	RAD52 inh	INS-1E GSIS act	RAD54 inh	ERAP1 HTS inh	ARNT TACC3 PPI	XiGFP reactiv	CFTR F508del cor
C[C@@H]1CN([C@H](C)CO)C(=O)c2cccc(NC(=O)Nc3ccc4c(c3)OCO4)c2O[C@H]1CN(C)C(=O)Nc1cccc2ccccc12	4	0	-5	0	0	.	-0.2	-0.3
CCNC(=O)Nc1ccc2c(c1)C(=O)N(C)[C@H]1CC[C@H](CC(=O)NC3CCCCC3)O[C@H]1CO2	4	0	19	2	-1	0	0.2	-1.3
COc1ccc([N+](=O)[O-])cc1NS(=O)(=O)c1ccc(C)cc1	-2	-8	24	9	-2	1	0.0	-2.0
Fc1ccc(-c2n[nH]c(=S)n2/N=C/c2c[nH]c3ccccc23)cc1	.	-10	-8	.	0	-1	0.2	.
COc1ccc(/C=N/Nc2cc(C)nc(-n3nc(C)cc3C)n2)c(OC)c1	.	-13	.	.	4	22	1.3	.
CCN(CC)CCC(=O)N1c2ccccc2Sc2ccc(Cl)cc21	-6	-150	-4	-6	-3	-2	-0.1	1.0
C[C@H](CO)N1C[C@H](C)[C@H](CN(C)Cc2ccncc2)Oc2ccc(NS(=O)(=O)c3ccc(Cl)cc3)cc2CC1=O	1	-7	-1	-1	0	-7	-1.1	-1.6
COc1ccc(NC(=O)N(C)C[C@@H]2Oc3ccc(NC(=O)CCC(F)(F)F)cc3C(=O)N([C@H](C)CO)C[C@@H]2C)cc1	8	.	15	.	.	.	-0.1	1.4
COc1ccc2c(=O)c(-c3ccc(OC)c(OC)c3)coc2c1	58*	0	.	5	5	-36	.	-0.3
CC(=O)N1[C@@H]2Cn3c(ccc(C4=CCCC4)c3=O)[C@H]1[C@@H](C(=O)NCC1CC1)[C@@H]2CO	.	-9	22	.	-1	.	0.2	0.3
CC(C)c1ccc(NC(=O)C2CC(=O)Nc3nc4ccccc4n32)cc1 (centres undefined)	.	-14	6	5	.	-8	0.0	0.9
O=C(CSCc1ccccc1Cl)NN1C(=O)c2ccccc2C1=O	1	.	6	-4	.	-13	.	.

The list continues:
SMILES	esBAF inh	RAD52 inh	INS-1E GSIS act	RAD54 inh	ERAP1 HTS inh	ARNT TACC3 PPI	XiGFP reactiv	CFTR F508del cor
C[C@H](CO)N1C[C@H](C)[C@H](CN(C)C(=O)Nc2ccccc2)Oc2ccc(NS(=O)(=O)c3cccs3)cc2CC1=O	5	11	3	7	5	-15	0.1	-1.3
C[C@@H]1CN([C@@H](C)CO)S(=O)(=O)c2ccc(-c3cccc(F)c3)cc2O[C@@H]1CN(C)C(=O)C1CC1	-6	-4	-7	0	.	8	-1.0	-2.6
CC(=O)N(C)C[C@H]1Oc2cc(C#Cc3ccccc3)ccc2S(=O)(=O)N([C@H](C)CO)C[C@H]1C	2	-5	-17	-4	0	1	-1.3	1.0
COc1ccc(CNC(=O)C2CCN(S(C)(=O)=O)CC2)cc1	.	-7	18	.	-3	.	0.0	-2.3
O=S(=O)(c1cccs1)N1CCCCN2[C@@H](CO)[C@@H](c3ccc(C4=CCCC4)cc3)[C@@H]2C1	-6	41	-29	-8	1	16	0.0	-3.5

High-throughput results from PubChem BioAssay.
